# Screening results from PubChem.
# CHO-K1 Ca antag: M1 antagonist counterscreen hit in parental CHO-K1 cells. actives 0.6% (n = 360,000). AID 602250. ATP-induced calcium, Fluo-8 fluorescence. inhibition, % at 3 µM;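 active = inhibition above a per-plate cutoff, the plate's mean sample inhibition plus 3 SD, cut at about 24% in these data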;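 also: 0% = DMSO plus EC80 ATP and 100% = DMSO alone without ATP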
# TAAR1 ag: human TAAR1 agonism. Q96RJ0. CHO RD-HGA16 TAAR1, Fluo-8 calcium fluorescence; vehicle wells 0%, saturating PEA agonist 100%. activation, % at 3 µM. actives 0.99% (n = 360,000). AID 624467;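 active = activation above the mean activation of all test compounds in the run plus 3 SD, cut at about 38% in these data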
# Target sequence (Q96RJ0 whole entry, looked up): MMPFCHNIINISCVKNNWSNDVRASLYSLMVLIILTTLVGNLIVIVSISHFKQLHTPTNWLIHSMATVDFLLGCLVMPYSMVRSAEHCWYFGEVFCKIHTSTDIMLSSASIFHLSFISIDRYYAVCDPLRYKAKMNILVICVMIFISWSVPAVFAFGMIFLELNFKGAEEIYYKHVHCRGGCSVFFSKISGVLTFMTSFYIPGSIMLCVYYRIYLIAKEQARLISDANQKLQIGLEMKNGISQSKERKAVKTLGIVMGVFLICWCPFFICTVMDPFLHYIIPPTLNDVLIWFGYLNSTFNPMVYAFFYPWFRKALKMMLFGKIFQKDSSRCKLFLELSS
#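 Test system: RD-HGA16 (CHO) cells co-expressing Gα16 and hTAAR1 / Benchmarks: DMSO vehicle as 0%, PEA at EC100 as 100% / Repeats: no replicates (n 1) / Measure: % activation from peak over basal fluorescence ratio, DMSO-to-PEA scaled / Timing: 17-24 h plating, Fluo-8 75 min 37 °C, 30 min RT / Technique: kinetic Fluo-8 calcium fluorescence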
# M1 ag: human M1 muscarinic receptor agonism; actives 0.33% (n = 360,000); activation, % at 3 µM; CHO-K1 hM1, Fluo-8 calcium fluorescence, agonist mode; 0% DMSO, 100% acetylcholine EC100; AID 588814;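 active = activation above the run's mean compound activation plus 3 SD, cut at about 16% in these data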;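 also: peak over basal fluorescence ratio within a 140 s kinetic read after compound addition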
# Target sequence (P11229 whole entry, looked up): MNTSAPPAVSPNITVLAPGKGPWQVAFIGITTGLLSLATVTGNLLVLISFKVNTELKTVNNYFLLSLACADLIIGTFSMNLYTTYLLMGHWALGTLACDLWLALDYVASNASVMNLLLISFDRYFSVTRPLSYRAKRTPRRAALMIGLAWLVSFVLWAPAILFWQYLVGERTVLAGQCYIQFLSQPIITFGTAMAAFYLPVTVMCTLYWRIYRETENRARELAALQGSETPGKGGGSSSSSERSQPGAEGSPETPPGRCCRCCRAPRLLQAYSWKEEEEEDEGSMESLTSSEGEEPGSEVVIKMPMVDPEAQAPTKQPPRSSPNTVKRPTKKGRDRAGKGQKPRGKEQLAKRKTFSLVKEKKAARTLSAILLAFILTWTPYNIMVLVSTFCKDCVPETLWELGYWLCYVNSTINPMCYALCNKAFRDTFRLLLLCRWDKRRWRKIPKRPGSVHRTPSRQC
# M1 PAM parental: counter-screen for M1 PAMs: effect in parental CHO-K1 cells; ATP EC20, Fluo-8 calcium fluorescence; 0% at ATP EC20, 100% at ATP max; activation, % at 3 µM; actives 0.02% (n = 360,000); AID 602247;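 active = activation above the run cutoff, the mean activation of all test compounds plus 3 SD, cut at about 40% in these data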;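 also: peak over basal fluorescence ratio in a 140 s read after ATP addition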
# TAAR1 antag: antagonists of human TAAR1; CHO RD-HGA16 TAAR1, Fluo-8 calcium fluorescence, antagonist; inhibition, % at 3 µM; AID 624466; actives 1.5% (n = 360,000); Q96RJ0;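 active = inhibition above a per-plate cutoff, the mean inhibition of test compounds on that plate plus 3 SD, cut at about 49% in these data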;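 also: 0% = DMSO plus EC80 beta-PEA response and 100% = DMSO alone without agonist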
#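 test system = CHO RD-HGA16 cells bearing hTAAR1 | replication = singlicate | controls = DMSO-only wells and EC80 β-PEA-stimulated wells | reagent = EC80 β-phenethylamine stimulus | read-out basis = percent inhibition of PEA-evoked calcium signal, max/basal emission ratio | schedule = seeding 17-24 h prior, 75-min 37 °C, 30-min RT dye loading | signal = kinetic Fluo-8 calcium fluorescence measurement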
# CHRM1 PAM: potentiates human M1 receptor response to acetylcholine; P11229; CHO-K1 hM1, Fluo-8 calcium fluorescence, ACh EC20; 0% = ACh EC20, 100% = maximal ACh; activation, % at 3 µM; actives 0.088% (n = 360,000); AID 588819; in the data active = activation above about 19%, passing the limit was not always enough
# M1 ag parental: M1 agonist counterscreen hit in parental CHO-K1 cells; actives 0.48% (n = 360,000); AID 602248; Fluo-8 calcium fluorescence; scaled to maximal ATP response, vehicle zero; activation, % at 3 µM; in the data active = activation above about 15%;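 also: untransfected CHO-K1 host cells lacking M1 receptor as counterscreen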
# CHRM1 antagonist: human CHRM1 antagonism. actives 1.3% (n = 360,000). AID 588852. P11229. inhibition, % at 3 µM. CHO-K1 hM1, Fluo-8 calcium fluorescence, ACh EC80 antagonist;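 active = percent inhibition above its own plate's cutoff, namely the mean of that plate's compound wells plus 3 SD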;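 also: peak over basal fluorescence ratio during 140 s after agonist addition; 0% = ACh EC80 plus DMSO and 100% = DMSO alone without agonist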
# CHO parental Ca: signal in parental CHO cells, OX1R antagonist counter-screen. inhibition, % at 5.6 µM. parental CHO-K1, ATP-induced calcium, Fluo-8 fluorescence. actives 0.63% (n = 330,000);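 active = inhibition above that plate's mean sample inhibition plus 3 SD, cut at about 26% in these data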;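 also: 0% = ATP-challenged DMSO wells and 100% = DMSO wells without ATP; some compounds past the cut are filed as inactive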
#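 Assay system: untransfected parental CHO cell line. Also added: ATP agonist challenge. Dosing: one dose, 5.6 µM nominal. Measured by: Fluo-8 fluorescence. Read-out: % inhibition. Benchmarks: ATP wells versus no-ATP DMSO wells. Repeats: no replicates.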
# Numbers without * were called inactive; / = no result given.
SMILES,CHO-K1 Ca antag,TAAR1 ag,M1 ag,M1 PAM parental,TAAR1 antag,CHRM1 PAM,M1 ag parental,CHRM1 antagonist,CHO parental Ca
OC(c1cc(C(F)(F)F)nc2c(Cl)cc(Cl)cc12)C1CCCCN1 (stereo not given),-1,37,3,15,17,7,18*,-8,3
Cn1c(=O)c2c(-c3ccccc3)n(N3CCOCC3)cc2n(C)c1=O,-1,-3,1,-3,25,-4,0.1,12,-15
COc1ccc(-c2nc(O)c3cnccn23)cc1,-10,9,-4,26,7,14,-0.3,-13,3
Cc1ccccc1N=C/C=C1/C=C(c2ccccc2)OC(C)(C)O1,-18,6,-6,12,-7,10,-0.1,-14,-17
CC(C(=O)NCCN1CCOCC1)(c1ccccc1)c1ccccc1,-12,0,-6,9,-15,-3,0.3,4,-15
CC1CCCCC1NC(=O)C(C)N1C(=O)c2ccccc2C1=O (stereo not given),-17,2,-3,8,-5,6,0.1,-12,7
COc1cccc(NC(=O)c2sc(Cl)nc2C)c1,-10,3,-4,20,-11,18,0.6,-28,-11
COc1ccc2nc(-c3ccc(Cl)cc3)cc(C(=O)O)c2c1,-10,0,5,16,4,5,2.7,-19,3
O=C1Nc2ccc(Br)cc2C1=C1CCCCC1,0,13,-2,1,76*,-8,8.2,14,-17
O=C(NCCN1CCOCC1)c1cccc(NS(=O)(=O)c2ccc(Br)cc2)c1,3,4,-3,1,-21,15,1.0,-5,-4
CN(CC(=O)Nc1cccc(F)c1)C(=O)CC1CCCC1,-6,2,3,12,-8,30*,1.0,-28,/
C[C@H](CO)N1C[C@H](C)[C@@H](CN(C)S(=O)(=O)c2ccc(C#N)cc2)OCc2cn(nn2)CCCC1=O,-21,1,-5,21,6,0,1.1,-3,/
CCCn1nc(C(=O)Nc2nc(-c3ccccn3)cs2)c2ccccc2c1=O,-4,7,-3,10,37,3,2.8,6,-23
Cc1cc(C)n2c(NCc3ccccc3)c(CCc3ccccc3)nc2n1,-32,-2,/,12,-35,/,-0.5,/,/
CC(=O)c1ccc(NC(=O)C(C)OC(=O)c2ccc(Br)o2)cc1 (stereo not given),-16,4,-8,7,-18,-3,1.2,-5,-12
Cc1cc(C)c2[nH]c(=O)c(CN(Cc3ccccc3)C(=S)NCCCN(C)C)cc2c1,-14,2,-6,24,11,9,1.2,-5,-24
N#CC(c1ccc(O)cc1)N1CCCCC1 (stereo not given),2,12,0,-2,-8,12,0.1,-8,0
O=C1C2(c3ccccc3)CN(CCCO)CC1(c1ccccc1)CN(CCCO)C2,-10,2,-3,-7,-14,4,0.2,-12,-3
CS(=O)(=O)Nc1ccc(-c2n[nH]c(=S)n2-c2ccccc2)cc1,-18,2,4,9,-9,23,-0.3,-15,-4
COc1ccc(CCNC(=O)CN2C(=O)NC(C)(c3ccc([N+](=O)[O-])cc3)C2=O)cc1 (stereo not given),-7,6,1,-4,3,14,0.8,-15,-9
CN(C)C1=NCCN1CCC1CCCCC1,-1,1,-14,-15,-14,1,-0.3,6,-5
Clc1ccc2c(N/N=C/c3ccccc3Br)ccnc2c1,-5,4,-7,12,-12,-2,0.0,5,-18
Cc1nccn1CC(O)COc1ccc(Cl)cc1Cl (stereo not given),9,3,-6,3,-21,16,1.6,-11,-16
COCC(C)NC(=O)c1ccc2nc(-c3ccccc3)c(-c3ccccc3)nc2c1 (stereo not given),9,8,-6,8,37,4,2.3,-13,-13
COc1ccccc1-c1cc(C(=O)NC2CCCC2)no1,-1,6,-9,2,-15,-3,0.3,7,-13
O=C(NCc1nnnn1-c1ccc(Cl)cc1)c1ccc(Br)o1,9,2,-1,-5,-17,2,0.4,2,-21
C=CC(=O)NN(C)c1ncc(C(F)(F)F)cc1Cl,1,0,0,-12,13,5,0.2,-1,-7
COc1ccc(NC(=O)CN2CCN(CC(=O)Nc3cc(OC)cc(OC)c3)CC2)cc1,-8,4,1,12,8,9,0.1,-40,/
Cn1c(SCC(=O)NC2CC2)nnc1C(F)(F)F,-22,7,-5,-5,0,-3,-0.2,-2,-12
O=C(NOCc1ccccc1)c1ccc(Cl)cc1,-13,-1,-7,7,10,-22,0.0,41*,-6
N#C/C(=C\c1cccnc1)c1ccc([N+](=O)[O-])cc1,-3,-1,-7,21,-11,10,11,-16,-5
O=C(O)Cn1c2ccccc2c2ccccc21,1,5,-7,24,-1,6,2.5,-3,-8
Cc1cc(C)nc(NC(=O)c2c(C(=O)O)noc2C)n1,-8,1,-3,23,-3,5,1.4,-4,6
Cc1ccc(CNC(=O)CN2C(=O)COc3ccc(S(=O)(=O)N4CCCCC4)cc32)o1,-16,-1,-4,19,-12,16,-0.1,-16,-29
COc1ccc(Cn2c(CO)cnc2SCC(=O)Nc2cc(C)on2)cc1,-6,0,0,15,-5,6,-0.1,1,-12
CCCCCC(=O)Nc1cccc(C2=NOC3(C2)C[C@H](C(N)=O)N(C(=O)[C@H]2CCC(=O)N2)C3)c1 (stereo not given in full),7,6,-5,-2,11,-8,-0.4,11,0
COC(=O)C[C@@H]1C[C@H]2c3cc(N(C)C)ccc3O[C@H]2[C@H](CO)O1,-6,/,-2,19,/,2,0.7,-5,/
COc1ccc(/C=N/N2CCOCC2)cc1O,-9,1,-9,10,-3,12,0.3,-9,-4
COC(CNC(=O)c1ccc2nc(-c3cccs3)c(-c3cccs3)nc2c1)OC,-10,5,-8,22,25,1,1.3,2,-18
COc1ccc(OC)c(S(=O)(=O)N2CCN(C)CC2c2ccccc2)c1 (stereo not given),-2,3,-3,0,-2,10,-0.1,-18,-6
CN(C)S(=O)(=O)c1ccc(Cl)c(NC(=O)COC(=O)[C@@H]2CCCN2C(=O)c2cccs2)c1,-16,1,-3,24,0,5,4.8,-5,-10
CC(C(=O)NC1CCS(=O)(=O)C1)N1C(=O)/C(=C/c2ccc(Cl)cc2)SC1=S (stereo not given),-7,6,-1,-3,4,-2,3.9,-1,-1
Cc1ccsc1CN1CCC(C(=O)NCc2ccccc2Cl)CC1,2,5,-11,14,-18,-2,6.5,5,-13
CC(C)Oc1ccc(CCC(=O)NNC(=O)CCC(=O)O)cc1,-10,1,-3,11,-25,1,-0.2,2,10
CCOC(=O)c1cc(CC)sc1NC(=O)c1ccc(N2CCOCC2)c([N+](=O)[O-])c1,4,/,-2,10,/,-4,-0.1,10,-21
O=C(Cn1cc([N+](=O)[O-])cn1)N1CCc2ccccc2C1,-11,3,0,22,-15,-5,1.0,7,-6
COc1ccccc1OCCn1cc(C(=O)C(C)C)c2ccccc21,3,6,-3,1,28,-9,2.1,7,-37
CCOc1ccc(OCC)c(S(=O)(=O)n2cnc(C)c2)c1,0,-2,-5,-4,-7,7,-0.6,-16,-3
COc1ccc(CCNC(=O)CN(c2ccccc2OC)S(C)(=O)=O)cc1OC,-28,-3,0,15,0,15,0.9,-22,-13
O=C(NCc1ccco1)/C(=C/c1ccco1)NC(=O)c1ccccc1,5,3,-4,3,-13,0,0.3,-1,-2
COc1ccc(/C=N/NC(=O)c2ccncc2)cc1CSc1nc2ccccc2s1,-6,6,-4,0,18,1,2.2,4,-12
CCOc1ccc(Oc2ccc(Cl)cc2NC(=O)C2=COCCO2)cc1,-2,1,-1,-14,-12,11,-0.2,-6,-16
Cc1cc(-c2nn(-c3ccccc3F)cc2CN2CCCC(O)C2)c(C)s1 (stereo not given),17,1,-3,-24,2,17,-0.2,-19,-15
O=C(CN1C(=O)C2C3CC(C(Br)C3Br)C2C1=O)N1CCN(Cc2ccccc2)CC1 (stereo not given),-3,3,-2,15,-12,-2,3.4,5,-4
COc1ccc(C2C(C(N)=O)=C(C)Nc3nc(-c4ccccc4)nn32)cc1OC (stereo not given),4,0,-2,1,-16,-1,0.2,3,-6
CCN(Cc1ccccc1)C(=O)Cn1c(=O)n(CCC(=O)N2CCCCC2)c(=O)c2sccc21,-14,4,-2,19,-29,-2,3.0,4,-18
Cc1c(C(=O)N2CCN(c3ccccn3)CC2)oc2ccccc12,4,8,-9,-9,-1,-5,3.3,2,-17
COc1cc(NC(=O)c2cc3nc(C4CC4)cc(C(F)(F)F)n3n2)c(OC)cc1Cl,-16,4,-3,-2,12,2,-0.4,-10,-6
CN1CCN(S(=O)(=O)c2ccc(NC(=O)Cc3cccs3)cc2)CC1,-4,/,-5,14,/,2,0.7,-4,-7
Cc1cccc(Cn2c(N3CCN(C)CC3)nc3c2c(=O)n(C)c(=O)n3C)c1,-8,5,-8,12,9,3,0.1,-1,2

# Reprinted from the part before: 6 compounds; new compounds follow.
SMILES,CHO-K1 Ca antag,TAAR1 ag,M1 ag,M1 PAM parental,TAAR1 antag,CHRM1 PAM,M1 ag parental,CHRM1 antagonist,CHO parental Ca
COc1ccc(C2C(C(N)=O)=C(C)Nc3nc(-c4ccccc4)nn32)cc1OC (stereo not given),4,0,-2,1,-16,-1,0.2,3,-6
CCN(Cc1ccccc1)C(=O)Cn1c(=O)n(CCC(=O)N2CCCCC2)c(=O)c2sccc21,-14,4,-2,19,-29,-2,3.0,4,-18
Cc1c(C(=O)N2CCN(c3ccccn3)CC2)oc2ccccc12,4,8,-9,-9,-1,-5,3.3,2,-17
COc1cc(NC(=O)c2cc3nc(C4CC4)cc(C(F)(F)F)n3n2)c(OC)cc1Cl,-16,4,-3,-2,12,2,-0.4,-10,-6
CN1CCN(S(=O)(=O)c2ccc(NC(=O)Cc3cccs3)cc2)CC1,-4,/,-5,14,/,2,0.7,-4,-7
Cc1cccc(Cn2c(N3CCN(C)CC3)nc3c2c(=O)n(C)c(=O)n3C)c1,-8,5,-8,12,9,3,0.1,-1,2
CC(C)COP(=O)(c1ccc(N(C)C)cc1)C(O)c1ccccc1F (stereo not given),-10,0,-6,12,-12,6,0.9,-4,-2
CCCn1c(NC(=O)C2COc3ccccc3O2)nc2ccccc21 (stereo not given),-3,51*,-2,4,49*,5,0.2,-8,-16
CCOC(=O)[C@@H]1[C@H]2COc3ccccc3[C@@H]2N2C(=O)N(c3ccc(C(F)(F)F)cc3)C(=O)[C@]12C,-6,15,-2,6,-18,2,-0.4,-6,-27
NC(=O)CSc1nccn1Cc1ccccc1,-1,0,-4,5,5,2,3.5,8,-6
CCOc1ccc(N(CC(=O)NC2CC3CCC2C3)S(=O)(=O)c2ccc(C)cc2)cc1 (stereo not given),-10,2,-3,-15,-8,12,-0.8,-13,-14
CC(=O)Nc1ccc(S(=O)(=O)NCC2CCCO2)cc1 (stereo not given),-13,2,0,13,-8,10,0.6,-15,0
COc1ccc(OC)c(C(C)NC(=O)C(C)Cc2ccccc2)c1 (stereo not given),2,-1,-1,10,1,9,0.6,-9,/
Cc1c(CCC(=O)NCCCCCC(=O)O)c(=O)oc2cc3occ(-c4ccccc4)c3cc12,-1,2,-2,6,10,-1,0.9,2,/
